# human PMI inhibitors = human PMI inhibitors, high substrate, primary screen, biochemical, fluorescence intensity, high mannose 6-phosphate (AID 1220) | Mannose-6-phosphate isomerase (Homo sapiens) | recombinant PMI enzyme, coupled fluorescence intensity; higher % means a stronger effect | inhibition, % at 20 µM; hits with a dose series show IC50 in µM | 0.66% of 190,000 active
# M1AAP inhibition = P. falciparum M1AAP inhibitors, biochemical, fluorogenic H-Leu-NHMec substrate, 1536-well (AID 1445) | 0.42% of 220,000 active | recombinant M1AAP, H-Leu-NHMec fluorogenic kinetic assay; higher % means a stronger effect | one-dose inhibition, % at 30 µM; IC50 in µM for titrated hits | Aminopeptidase N (Plasmodium falciparum (isolate 3D7));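 active = primary inhibition above the hit cutoff, then over 50% inhibition at one or more dose response concentrations, cut at about 23% in these data, passing the limit was not always enough; inconclusive = conflicting primary data, or primary hits not chosen for dose response; inactive = low primary inhibition, or under 50% at every dose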;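 note: plate controls were DMSO full reaction for no effect and no enzyme background for full effect; strong numbers were not always called active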
# PMI inhibitors = inhibitors of human PMI, primary screen, biochemical, fluorescence intensity, coupled assay (AID 1209) | purified PMI enzyme, coupled fluorescence intensity; higher % means a stronger effect | inhibition, % at 20 µM; hits with a dose series show IC50 in µM | 0.42% of 190,000 active;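 note: plate controls were DMSO vehicle for no effect and wells lacking substrate for full effect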
# M17LAP inhibition = P. falciparum M17LAP inhibitors, primary screen, biochemical, fluorogenic H-Leu-NHMec substrate, 1536-well (AID 1619); recombinant M17LAP, H-Leu-NHMec fluorogenic kinetic assay; higher % means a stronger effect; one-dose inhibition, % at 30 µM; IC50 in µM for titrated hits; 0.38% of 220,000 active;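 active = compound inhibiting the enzyme by more than half at any dose during confirmatory dose-response retesting; inconclusive = strong single-dose inhibitors picked by rank but not retested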;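 note: plate controls were full reaction with DMSO carrier for no effect and no enzyme background for full effect; strong numbers were not always called active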
# T cell HTS = modulators of CD8 T cell-vesicle binding, primary screen, mouse 2C CD8+ T cells, flow cytometry; 2C CD8+ T cell-vesicle binding; hits give low values; calls only at 7 µM; 0.068% of 330,000 active; AID 2052, 2009;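 active = response, share of CD8 T cells binding vesicles, and their 90th percentile fluorescence all below set limits, cut at about 80% in these data, passing the limit was not always enough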
#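 Material: murine 2C transgenic CD8+ T lymphocytes / Also added: QL9-peptide-loaded Drosophila micro-vesicles bearing Ld, ICAM-1 and B7-1 / Schedule: binding step 1.5 h, 37 °C, antibody labelling 20 min, ice / Signal: flow cytometry, PE anti-B7-1 (FL2) versus Alexa647 anti-CD8 (FL8), PFA-fixed / Evaluation: percent CD8+ FL2 mean versus row control / Benchmarks: naked versus QL9-loaded vesicles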
# RSV CPE inhibition = RSV antiviral activity via CPE protection, HEp-2 cells, primary 10 µM value included (AID 2391); HEp-2 cells, RSV-induced CPE inhibition; higher % means a stronger effect; CPE inhibition, % at 10 µM; hits with a dose series show IC50 in µM; 0.13% of 310,000 active; in the data active = a potency from the dose series; inconclusive = CPE inhibition mostly from about 23% at the one dose, without a potency; inactive = the rest, 99 in 100 with CPE inhibition below about 21%; note: strong numbers were not always called active
# TNAP activators = human TNAP enzyme activators, primary screen, biochemical, luminescent, no phosphate acceptor, uHTS (AID 1001); 0.03% of 200,000 active; activation fold at 20 µM, or EC50 in µM where a hit was titrated; purified TNAP, luminescent activation assay, no phosphate acceptor; higher activation fold means a stronger effect; in the data active = activation fold from about 3, or a potency from the dose series; inactive = the rest, 99 in 100 with activation fold below about 1.6; note: many of its hits are not listed in these tables
# West Nile antiviral = West Nile virus antiviral activity, cell-based, CPE readout (AID 1621); West Nile virus-infected cells, CPE inhibition; higher % means a stronger effect; 0.02% of 290,000 active; one-dose CPE inhibition, % at 10 µM; IC50 in µM for titrated hits; in the data active = a potency from the dose series; inconclusive = CPE inhibition mostly from about 3.7% at the one dose, without a potency; inactive = the rest, 99 in 100 with CPE inhibition below about 2.2%; note: strong numbers were not always called active
# K1F lysis inhibition = inhibition of K1F phage lysis, E. coli UTI89, bacterial capsule biogenesis inhibitors, alamar blue (AID 488966). 0.02% of 340,000 active. E. coli UTI89 K1F phage lysis, alamar blue, 2 h; higher % means a stronger effect. one-dose inhibition, % at 100 µM; IC50 in µM for titrated hits;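 active = phage lysis inhibition, versus mean bacterial control, above a set limit; inconclusive = no clear call, values can overlap the other calls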;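 note: capsule biogenesis inhibitors block K1F phage lysis so surviving cells raise fluorescence; higher fluorescence means more inhibition of phage lysis; actives were called in the ten point dose series up to 300 µM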
# T cell HTS vesicle-bound % = recorded beside T cell HTS, whose call it bears; double positive events, %; measured here: CD8+ vesicle-bound cell fraction;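 binding gate set so that unloaded-vesicle control wells show 10% double positive cells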
# Numbers without * were called inactive; i = inactive; ? = inconclusive; · = not tested or not shown; [ ] = another dose, or the depositor's remark. Cut-off read from the data, not from the text of the source, unless noted: active = inhibition above about 50%; inactive = the rest.
SMILES,human PMI inhibitors,M1AAP inhibition,PMI inhibitors,M17LAP inhibition,T cell HTS,T cell HTS vesicle-bound %,RSV CPE inhibition,TNAP activators,West Nile antiviral,K1F lysis inhibition
CCN1CC(CN(C)Cc2nc(-c3ccc(Cl)cc3)no2)CC1=O (stereo not drawn),4%,·,4%,·,i,50,8.8%,1,-1.9%,2.9%
Cc1ccnc(NC(=O)c2ccc3c(c2)C(=O)N(CCC(C)C)C3=O)c1,·,·,·,·,i,23,0.6%,·,-0.3%,0.4%[50 µM]
CC(=O)Nc1sc(C)c(C)c1C(=O)OCC(=O)Nc1cc(S(=O)(=O)N2CCCCC2)ccc1Cl,9%,-1%,5%,-9%,i,33,1.1%,1,-0.8%,0.8%[50 µM]
COc1cc(C)ccc1OCCCOc1cc(C)ccc1Cl,·,·,·,·,i,7,2.6%,·,0.0%,0.4%
CCC[N+](CC#Cc1ccccc1)(CCC)CC(=O)OC,-6%,4%,1%,-3%,i,24,1.0%,1.2,2.9%,1.5%[50 µM]
COCCn1c(=O)[nH]c(=O)c2cc(C(=O)c3cc(Cl)ccc3O)cnc21,1%,12%,-5%,15%,i,54,?,1.1,0.0%,0.1%
CNC(C)C#Cc1ccc2sc3cccc(OC)c3c(=O)c2c1 (stereo not drawn),·,·,·,·,i,4,4.1%,·,-0.6%,-1.4%
O=C(NCCCn1ccnc1)/C(=C\c1ccccc1Cl)NC(=O)c1ccccc1,·,·,·,·,i,6,1.7%,·,0.0%,0.2%
O=C(Nc1cc([N+](=O)[O-])ccc1F)c1ccc2c(c1)OCCO2,-2%,3%,6%,-15%,i,32,-0.9%,1,1.4%,0.1%
COc1cccc(C(c2nnnn2Cc2ccco2)N2CCN(c3cccc(C)c3C)CC2)c1OC (stereo not drawn),21%,5%,12%,-4%,i,50,43%,1.1,?,1.2%
CC(NC(=O)c1ccnc(C(C)(C)C)c1)c1ccccc1 (stereo not drawn),3%,-4%,5%,-1%,i,61,9.6%,1,-0.8%,0.0%
COc1cc(-c2ccc3oc(-c4ccsc4)cc3c2)cc(OC)c1OC,·,·,·,·,i,14,0.1%,·,1.1%,0.0%
COc1cccc(C2=NOC(C(=O)Nc3cccnc3Cl)C2)c1OC (stereo not drawn),-6%,0%,-9%,-2%,i,52,4.2%,1,-0.4%,1.9%
Cc1cn(S(=O)(=O)c2cc(Br)ccc2Br)cn1,-2%,0%,-10%,7%,i,22,1.0%,1.1,0.1%,0.2%
COC(=O)C[C@H]1c2cc(F)ccc2S(=O)(=O)N1C(C)C,·,·,·,·,i,50,3.4%,·,-0.2%,0.9%
COc1ccccc1CNC(=O)CN1C(=O)COc2ccc(S(=O)(=O)N3CCCCC3)cc21,·,·,·,·,i,32,0.8%,·,-0.4%,0.0%
CC(=O)Nc1ccc(OCC(O)Cn2nc(C)nc2C)cc1 (stereo not drawn),10%,4%,15%,-2%,i,11,-1.5%,1.1,-0.2%,0.6%
Cc1ccc(-c2nc(NC(=O)CSc3ncn[nH]3)ns2)cc1,·,7%,·,-3%,i,20,0.5%,·,0.1%,0.0%
CCn1c(C)nc2cc(C(=O)N/N=C/c3ccc(OC)c(O)c3)ccc21,10%,3%,-4%,52%,i,34,-0.1%,1,0.7%,2.8%
O=C(O)CC/C(=N/NC(=O)c1cccs1)c1ccccc1,-5%,0%,-5%,36µM*,i,33,1.7%,1.1,-0.2%,-12%
CC1(C)CC(=O)C(C2c3ccccc3S(=O)(=O)c3ccccc32)C(=O)C1,-6%,3%,-5%,0%,i,24,1.8%,1.1,-0.1%,-0.6%
O=C(c1cccn2c(=O)c3ccccc3nc12)N1CCN(Cc2ccc3c(c2)OCO3)CC1,22%,7%,17%,-35%,i,29,-0.8%,1.1,-0.2%,1.6%
COc1ccc(C(=O)NCCc2cn3ccc(C)cc3n2)cc1,6%,4%,4%,14%,i,32,2.5%,1,0.3%,3.0%
COc1ccc(-c2cc(=O)oc3c(C)c(OCC(=O)N(C)C)ccc23)cc1,·,·,·,·,i,57,2.4%,·,-0.2%,-0.1%
COc1ccc(OC)c(/C=C/C(=O)N2C(=O)c3cccc(N)c3C2=O)c1,9%,1%,0%,-6%,i,51,?,1.1,0.2%,1.9%[50 µM]

# Entries shown so far with an NH in an aromatic ring (2):
SMILES,human PMI inhibitors,M1AAP inhibition,PMI inhibitors,M17LAP inhibition,T cell HTS,T cell HTS vesicle-bound %,RSV CPE inhibition,TNAP activators,West Nile antiviral,K1F lysis inhibition
COCCn1c(=O)[nH]c(=O)c2cc(C(=O)c3cc(Cl)ccc3O)cnc21,1%,12%,-5%,15%,i,54,?,1.1,0.0%,0.1%
Cc1ccc(-c2nc(NC(=O)CSc3ncn[nH]3)ns2)cc1,·,7%,·,-3%,i,20,0.5%,·,0.1%,0.0%

# Next entries.
SMILES,human PMI inhibitors,M1AAP inhibition,PMI inhibitors,M17LAP inhibition,T cell HTS,T cell HTS vesicle-bound %,RSV CPE inhibition,TNAP activators,West Nile antiviral,K1F lysis inhibition
O=C(Nc1ccc(N2CCCCC2)cc1)c1cccnc1,1%,7%,6%,3%,i,40,3.5%,1,-0.2%,0.8%
COc1ccc2oc(C(=O)NCc3cc(OC)c(OC)cc3OC)c(C)c2c1,·,·,·,·,i,31,1.9%,·,0.8%,-0.3%
CCC(C)(C)NC(=O)C(c1cccn1C)N(C(=O)Cn1nnc2ccccc21)c1ccccc1OC (stereo not drawn),-4%,4%,-7%,-7%,i,45,2.7%,1.1,-0.1%,-0.5%
COC(=O)c1cc(NC(=O)c2nccnc2C(=O)O)cc(C(=O)OC)c1,-9%,4%,-20%,-1%,i,8,1.1%,1.1,-0.2%,0.4%
O=C(NCc1cccs1)C(=O)NCC(c1ccco1)N1CCN(c2ccccc2F)CC1 (stereo not drawn),8%,-2%,1%,0%,i,46,1.1%,1.1,-0.8%,0.1%
CCn1nnnc1SCC(=O)N1CCN(c2ccccc2)CC1,·,3%,·,8%,i,57,·,·,0.0%,·
Cc1c(C(=O)N2CCCCC2)oc2ccc(S(=O)(=O)N3CC(C)CC(C)C3)cc12 (stereo not drawn),2%,4%,3%,0%,i,44,11%,1.1,1.0%,-2.7%[50 µM]
C(=C\c1nc2ccccc2[nH]1)/c1ccccc1,11%,5%,9%,-11%,i,30,-1.7%,1,-0.5%,0.3%
Cc1ccccc1NC(=O)C12CC3CCC1(C)C3(C)CO2 (stereo not drawn),1%,0%,-5%,-2%,i,45,-1.1%,1,-0.6%,-0.1%
CCCCC(=O)Nc1nnc(S(=O)(=O)N(CC)c2ccc(OC)cc2)s1,·,·,·,·,i,26,11%,·,-1.0%,1.4%[50 µM]
Cc1ccc(S(=O)(=O)CCC(=O)c2ccc(O)cc2O)cc1,24%,3%,20%,12%,i,50,-0.2%,1.1,?,-1.2%
COc1ccc(S(=O)(=O)N(C)c2ccccc2)c2cccnc12,·,·,·,·,i,33,0.8%,·,0.4%,-0.2%
COc1ccc(S(=O)(=O)Cc2ccc(C(=O)N3CCC(C(N)=O)CC3)o2)cc1,-4%,11%,-4%,7%,i,46,2.8%,1.1,-0.5%,-6.0%
CCOc1ccc(/C(O)=C2/C(=O)C(=O)N(c3ccccn3)C2c2ccc(Cl)cc2)c(C)c1 (stereo not drawn),·,·,·,·,i,25,2.1%,·,0.4%,-1.7%[50 µM]
Cc1cc(C)n(-c2cc(-c3ccccc3)nc(C)n2)n1,6%,5%,12%,-1%,i,39,0.8%,1,0.1%,-0.3%[50 µM]
Nn1c(SCC(=O)Nc2nccs2)nncc1=O,7%,4%,-1%,7%,i,30,1.4%,1.1,0.5%,0.2%
CNc1nc(SC)nc(N(C#N)CC(=O)OC)n1,13%,4%,9%,-4%,i,51,-0.6%,1,·,7.0%
C=C(C)C1CC=C(CN2CC(C)OC(C)C2)CC1 (stereo not drawn),-8%,9%,-1%,2%,i,54,-0.2%,1.1,-0.1%,-0.2%
CCN(CC(=O)Nc1ccc(NC(C)=O)cc1)C(=O)COc1ccc(C(=O)c2ccccc2)cc1,2%,12%,8%,7%,i,48,2.0%,1.1,-0.1%,1.1%
O=C(Nc1ccccc1)c1cnc2n(c1=O)CCS2,19%,8%,10%,2%,i,33,0.8%,1.1,0.0%,-1.4%
COc1cc(-c2nnc3n(CCc4ccccc4)c(=O)c4ccccc4n23)cc(OC)c1OC,-31%,3%,-27%,9%,i,43,0.7%,1,0.4%,3.0%
Cc1ccc2nc(-c3ccccc3)cc(C(=O)NCC3CCCO3)c2c1 (stereo not drawn),·,2%,·,-16%,i,30,-0.6%,·,0.1%,·
C=C(C(=O)c1ccccc1)C(C)C(=C)C(=O)c1ccccc1,8%,-6%,18%,7%,i,40,-1.4%,1.1,-1.5%,2.3%
COc1ccccc1NC(=O)/C(C#N)=C/c1ccncc1,·,·,·,·,i,74,0.6%,·,-0.3%,1.2%[50 µM]
Cc1ccc2[nH]c3c(c2c1)CN(C(=O)CN1CCN(Cc2ccc4c(c2)OCO4)CC1)CC3,-5%,-2%,-8%,16%,i,36,16%,1.1,-0.7%,0.2%
# Following part:
SMILES,human PMI inhibitors,M1AAP inhibition,PMI inhibitors,M17LAP inhibition,T cell HTS,T cell HTS vesicle-bound %,RSV CPE inhibition,TNAP activators,West Nile antiviral,K1F lysis inhibition
CC1CCCN(S(=O)(=O)c2ccc(C(=O)Nc3nnc(-c4ccco4)o3)cc2)C1 (stereo not drawn),·,·,·,·,i,72,5.9%,·,0.4%,0.2%
COc1nc(-c2ccc(Cl)cc2)ccc1-c1noc(-c2ccco2)n1,26%,1%,20%,-14%,i,34,-0.7%,1,0.9%,-0.1%
Cc1cccc(N=Nc2c(O)[nH]c3ccc(Br)cc23)c1,·,·,·,·,i,60,4.1%,·,-0.7%,0.0%
CCCCNS(=O)(=O)c1ccc(NC(=O)Cc2ccc(OC)cc2)cc1,-1%,4%,0%,2%,i,42,4.4%,1.2,-1.5%,-0.1%
COc1ccc(-c2nn(-c3ccccc3)cc2/C=N/NC(=O)c2ccc(Br)o2)cc1,1%,6%,5%,-12%,i,29,45%,1.1,2.5%,0.4%
Nc1nc(N)c2c(ccc3nccc32)[nH]1,·,22%,·,-27%,i,44,1.5%,·,11%,0.9%
O=C(Nc1ccc(F)cc1)C1CC(=O)n2ncnc2N1 (stereo not drawn),-7%,0%,-5%,-4%,i,19,1.8%,1.1,-0.1%,0.5%
